D1 antagonist: blocks dopamine activation of the human D1 receptor | P21728 | HEK293 TREx D1 cells, calcium flux, dopamine EC80; stronger effect = lower value | activity change, negative = inhibition, % at 10 µM | hit rate 3.2% among 360,000; in the data active = activity change below about -30%; note: % is set by controls: 0 for no effect and ±100 for the full control effect
Target sequence (P21728 whole entry, looked up): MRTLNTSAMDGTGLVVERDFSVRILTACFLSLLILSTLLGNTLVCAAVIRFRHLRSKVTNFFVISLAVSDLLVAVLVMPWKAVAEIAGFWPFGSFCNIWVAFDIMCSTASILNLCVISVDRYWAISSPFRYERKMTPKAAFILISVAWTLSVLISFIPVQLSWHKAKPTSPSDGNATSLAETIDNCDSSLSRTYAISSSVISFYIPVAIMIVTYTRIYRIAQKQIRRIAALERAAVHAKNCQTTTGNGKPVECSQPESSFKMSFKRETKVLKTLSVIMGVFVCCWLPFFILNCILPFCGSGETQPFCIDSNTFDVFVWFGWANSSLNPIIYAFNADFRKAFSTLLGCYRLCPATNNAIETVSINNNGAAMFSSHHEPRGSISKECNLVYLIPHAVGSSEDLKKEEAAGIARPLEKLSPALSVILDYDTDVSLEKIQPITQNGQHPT
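Cells carrying a force-coupled, tetracycline-inducible human D1 receptor report calcium flux. Each well gets a 10 s baseline, compound with 180 s monitoring, then an EC80 dopamine stimulus with a second 180 s kinetic read.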
TRHR enhancer: allosterically enhances the human TRH receptor; P34981; TRHR cells, fluo-8 calcium fluorescence, EC20 TRH enhancement; enhancement, % at 2 µM; hit rate 0.66% among 360,000; in the data active = enhancement above about 30%; note: 0% is about no effect
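TRHR-expressing cells loaded with fluo-8 calcium dye were read kinetically (ex 480/em 530) during compound addition, then stimulated with an EC20 of TRH (10 nM final). Enhancement of the Gq-mediated intracellular calcium response was scored.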
D1 potentiator: enhances dopamine response at the human D1 receptor. P21728. HEK293 TREx D1 cells, calcium flux, dopamine EC20 potentiation. potentiation, % at 10 µM. hit rate 0.036% among 360,000. AID 504651; in the data active = potentiation above about 30%; note: 0% is about no effect
RXFP1 antagonist: RXFP1 (human) relaxin receptor antagonism; AID 1259400; HEK293-RXFP1, relaxin-stimulated cAMP HTRF, 30 min; stronger effect = lower value; hit rate 0.59% among 350,000; Q9HBX9; activity change, negative = inhibition, % at 57.5 µM;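 active = activity change of -60% or lower, but not beyond a set lower limit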; note: % is set by controls: 0 for no effect and ±100 for the full control effect
D2 agonist: activates the human D2 dopamine receptor; HEK293 T-REx D2 cells, calcium flux agonist mode; hit rate 0.53% among 340,000; activation, % at 2 µM;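 active = activation over 3 SD above normal in the single-dose calcium agonist read, cut at about 30% in these data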; note: 0% is about no effect
Target sequence (P14416 whole entry, looked up): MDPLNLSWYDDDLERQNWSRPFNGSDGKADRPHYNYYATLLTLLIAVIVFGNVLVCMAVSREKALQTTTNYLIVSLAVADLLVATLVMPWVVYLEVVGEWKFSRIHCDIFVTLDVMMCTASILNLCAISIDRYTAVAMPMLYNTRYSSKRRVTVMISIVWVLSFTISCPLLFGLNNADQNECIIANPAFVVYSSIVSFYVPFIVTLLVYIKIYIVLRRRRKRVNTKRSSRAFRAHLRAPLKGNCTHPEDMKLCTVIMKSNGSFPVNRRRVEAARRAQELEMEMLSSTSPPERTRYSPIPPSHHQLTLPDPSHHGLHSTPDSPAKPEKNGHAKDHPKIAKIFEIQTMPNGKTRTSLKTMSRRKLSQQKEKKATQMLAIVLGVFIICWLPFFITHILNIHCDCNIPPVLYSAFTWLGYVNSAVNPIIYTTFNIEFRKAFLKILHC
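Agonism scored from kinetic calcium signal (1 read/sec, 180 s) following compound pin transfer, after a 10 s baseline. Cells: HEK293 Trex line expressing inducible D2 receptor coupled to calcium, dye-loaded after overnight culture at 30 C.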
RXFP1 agonist: activates the human relaxin receptor RXFP1 | Q9HBX9 | HEK293T-RXFP1 cAMP TR-FRET, 30 min; response scale: percent of porcine relaxin response, buffer zero | Potency, µM (doses to about 57.5 µM), for inactives: at the highest dose activation, hits mostly activators | hit rate 0.3% among 370,000 | AID 2676; active = well fitted activation curve with a large enough effect; note: potency is the fitted concentration of half-maximal effect; % is set by controls: 0 for no effect and ±100 for the full control effect; nearly all actives have a fitted effect of over 60% in size; many of its hits are not listed in these tables
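HEK293 cells stably expressing RXFP1, treated 30 min at 37C with compounds plus PDE4 inhibitor Ro 20174; cAMP measured by HTRF TR-FRET. Normalized to buffer and 29 nM porcine relaxin; EC50 by Hill fit.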
D2 potentiator: positive allosteric modulators of human D2 dopamine receptor; HEK293 T-REx D2, calcium flux, EC20 dopamine potentiation; hit rate 0.34% among 340,000; potentiation, % at 10 µM; AID 485347; P14416;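 active = potentiation over 3 SD above the plate norm, cut at about 30% in these data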; note: 0% is about no effect
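Tetracycline-induced HEK293 T-REx cells force-coupled to calcium signalling expressed D2; compounds were pin-added after a 10 s baseline, read kinetically 180 s, then an EC20 dopamine challenge followed with a further 180 s calcium read.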
D2 antag: antagonists of human D2 dopamine receptor; P14416; hit rate 2% among 340,000; inhibition, % at 10 µM; HEK293 TREx D2 cells, calcium flux, dopamine EC80; in the data active = inhibition above about 30%; note: 0% is about no effect
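Calcium mobilization kinetics were recorded at 1 s intervals in tetracycline-induced HEK293 T-REx D2 cells, first for 180 s after compound addition and then 180 s after EC80 dopamine.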
D1 ag: human D1 receptor agonism; activation, % at 2 µM; hit rate 1% among 360,000; P21728; HEK293 T-REx D1 cells, calcium flux, agonist mode; in the data active = activation above about 30%; note: 0% is about no effect
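Agonism was scored from calcium flux recorded over 180 s (1 read/s) after pintool compound addition, following a 10-cycle baseline. Cells were inducible force-coupled HEK293 TREx D1, plated overnight at 30 C and loaded with no-wash calcium dye.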
Starred values were filed as active, the others as inactive; nt = not tested or not shown. Only part of the results is shown; the hit share may differ from the screen's.

SMILES	D1 antagonist	TRHR enhancer	D1 potentiator	RXFP1 antagonist	D2 agonist	RXFP1 agonist	D2 potentiator	D2 antag	D1 ag
Cc1cc2ncn(N)c2cc1C	5	-2	0	-7	0.7	0.1%	5	-4	-3
Cn1c(C(=O)OCC(=O)NCc2ccc(F)cc2)cc2occc21	-4	-5	7	-18	-1.8	2.6%	-5	-10	6
COC(=O)C1CCCN1C(C(=O)NC1CCCCC1)c1ccc(Cl)cc1 (configuration not stated)	-8	3	-4	nt	0.2	3.5%	0	6	-2
O=C(c1cccnc1)N(Cc1ccccc1)C1(C(=O)Nc2ccccc2)CCCCC1	18	-3	-4	-4	-0.2	1.2%	5	-7	1
CCC(Nc1nc(-c2ccccc2)nc2ccccc12)C(=O)O (configuration not stated)	-4	3	5	0	0.2	5.0%	-2	6	1
Cc1ccc(CC(=O)Nc2cc([N+](=O)[O-])ccc2F)cc1	-6	-6	-2	-4	0.3	-0.8%	-7	-3	5
O=C(CNC(=S)N(CCCN1CCOCC1)Cc1cccs1)NCCN1CCOCC1	7	4	-1	-2	1.7	0.1%	8	2	4
C/C=C/c1ccc(OCCCNC2CCCC2)c(OC)c1	6	-1	-5	-10	0.6	-0.8%	-26	-9	16
CCOC(=O)N1CCN(c2nc(C(F)(F)F)nc3c(C)cc(C)cc23)CC1	0	-3	-6	-7	1.1	5.0%	-13	10	2
OCCN1CCN(c2cc(-c3ccccc3)c3ccccc3n2)CC1	-4	2	0	-13	nt	-0.6%	nt	nt	4
O=C(CSc1ncccn1)NCc1ccc2c(c1)OCO2	0	1	nt	-7	1.2	1.6%	-3	-1	6
CCN(CC(=O)Nc1ccccc1C(F)(F)F)C(=O)Cc1ccccc1	4	-1	-8	-5	0.8	-3.5%	3	23	0
CCN1CCN(C(=O)c2ccc(OC3CCN(CCc4ccccc4)CC3)cc2)[C@@H](C)C1=O	-13	-1	-10	0	nt	0.4%	nt	nt	1
N=c1oc2ccc(Br)cc2cc1C(=O)NC1CCCCCC1	-4	-7	-9	-5	-0.7	-0.5%	-5	-1	0
COc1ccc(SC[C@H](Cc2ccccc2)N2CCN(CCc3ccccc3)CCC2=O)cc1	12	-2	-4	nt	0.2	4.5%	-12	12	16
CCn1c(CN2CCN(C(c3ccccc3)c3ccccc3)CC2)nc2c1c(=O)n(C)c(=O)n2C	2	2	-5	-1	0.4	1.8%	-1	-5	2
Cc1cc(OCC(=O)N(C)c2ccccc2)cc2c1C(=O)CC(C)(C)O2	2	-7	-2	-5	3.9	-0.4%	1	10	2
Cc1cccc(CCNC(=O)C2CCC(CNc3c(N4CCCC4)c(=O)c3=O)CC2)c1 (configuration not stated)	-8	-8	nt	nt	-0.3	1.0%	-8	-12	1
Cc1ccc(N2CCN(S(=O)(=O)N3CCOCC3)CC2)cc1C	-31*	4	2	0	-0.1	-0.5%	-6	4	1
CS(=O)(=O)NCCNc1ncc(C(F)(F)F)cc1Cl	-32*	-3	0	-8	-0.6	-0.2%	0	-3	1
N#CC1=C(SCC(=O)Nc2ccccc2)NC(=O)CC1c1ccc(O)cc1 (configuration not stated)	4	5	-2	nt	-0.7	-0.2%	-5	6	1
CN1CCN(CC(=O)c2cc(C(C)(C)C)c(O)c(C(C)(C)C)c2)CC1	-6	-4	16	-85*	1.9	-0.1%	-15	-6	3
COc1ccccc1N1CCN(C(c2ccc(F)cc2)c2nnnn2C(C)C)CC1 (configuration not stated)	5	-3	0	6	2.1	-2.0%	-2	-3	0
Clc1ccccc1CNc1ncnc2nc[nH]c12	-6	1	-1	nt	0.3	4.4%	3	11	6
CCCNC(=O)Nc1ccc(F)c(Cl)c1	-29	-3	8	8	-0.1	-0.7%	11	-1	3
SMILES	D1 antagonist	TRHR enhancer	D1 potentiator	RXFP1 antagonist	D2 agonist	RXFP1 agonist	D2 potentiator	D2 antag	D1 ag
CCN(CC)c1ccc(/C=N/NC(=O)c2c(Cl)c(C)nn2C)cc1	-4	-2	-6	-7	-0.1	0.1%	-4	-10	1
COc1ccc(-c2nc(-c3cccc([N+](=O)[O-])c3O)cc(=O)o2)cc1OC	-9	3	-4	-10	-0.4	-1.0%	-2	13	0
O=C(NCc1ccccc1)C(=O)NCC1OCCN1S(=O)(=O)c1ccc2c(c1)OCCO2 (configuration not stated)	11	-7	-3	10	-0.1	2.6%	0	10	-3
CCOC(=O)c1ccc(NC(=O)CSc2nc3ccccc3c(=O)n2CCNC(C)=O)cc1	14	1	0	-18	0.4	4.1%	2	nt	2
CN1C(=O)NC2C1N(S(C)(=O)=O)CCN2S(C)(=O)=O (configuration not stated)	-6	11	-8	-3	1.4	0.5%	8	-17	1
COc1ccccc1CCc1nnc(CCC(=O)NC(C)Cc2ccsc2)o1 (configuration not stated)	-4	-3	4	-6	0.3	0.8%	-11	-5	1
CCOc1ccc(C(=O)NCC(=O)N2CCN(c3ccccc3O)CC2)cc1	12	5	-3	2	1.1	-0.6%	-23	22	-4
COc1cc(NC(=O)c2ccc(NS(=O)(=O)c3c(C)noc3C)cc2)cc(OC)c1	-4	-3	-3	5	-0.4	0.6%	-9	1	3
Cc1ccc(Cl)cc1NC(=O)Nc1cccc(OCc2cc(=O)n3ccccc3n2)c1	-11	12	-2	2	0.5	13%	-15	nt	1
Cc1ccccc1CNC(=O)C(=O)NCCC1CCCCN1S(=O)(=O)c1cccs1 (configuration not stated)	0	-4	-4	-11	0.8	1.5%	4	-1	7
O=C(NCc1nc2ccccc2[nH]1)c1ccco1	-15	-4	2	-10	nt	0.8%	nt	nt	5
Cc1cccc2nc(CNC(=O)C3CCC(=O)N(Cc4ccccc4F)C3)cn12 (configuration not stated)	-10	10	-4	0	0.5	17%	-7	4	1
CC1CC(C)(C)NC(=S)N1CCCC(=O)NCc1ccccc1 (configuration not stated)	-3	-2	-2	6	0.6	-2.8%	9	37*	3
COc1ccc(N2CCN(C(=O)CSc3ccccc3N)CC2)cc1	-11	5	-3	1	0.4	0.4%	-3	5	4
CCOc1ccc(CCNC(=O)COC(=O)c2ccc(Br)o2)cc1OCC	17	14	-8	-15	0.1	-0.7%	-2	-9	0
CCOc1ccc(C(=O)CCC(=O)NN2C(=O)NC3(CCCCC3)C2=O)cc1	-1	11	-6	0	0.1	2.6%	14	-20	4
CC(C)OCCCN(Cc1ccco1)C(=O)c1cc2c(s1)-c1ccccc1OC2	-17	-1	-1	nt	0.2	6.0%	1	nt	4
COc1cccc(CN2CCNC(=O)C2CC(=O)NCCn2ccc3ccccc32)c1OC (configuration not stated)	-85*	-1	-7	-6	0.0	-0.4%	-2	1	1
CC(C)OC(=O)CCCCCN1C(=O)CSC1=S	3	1	-2	3	nt	-0.2%	nt	nt	2
O=C(COc1ccccc1)Nc1nc2cc3c(cc2s1)OCCO3	7	-2	-8	-7	-1.2	12%	7	4	5
O=C(CSc1ccc(Cl)cc1)OCC(=O)N1CCN(c2ccccc2)CC1	-6	-1	-7	-3	0.3	-0.1%	-4	-4	2
CCCCNC(=O)[C@H]1C[C@H]1[C@@H](O)[C@H](CO)NC(=O)[C@H](COCc1ccccc1)NC(=O)OC(C)(C)C	6	2	-1	nt	0.1	-1.9%	-1	9	2
COc1cccc(CNC(=O)CCNS(=O)(=O)c2cccc3nonc23)c1	-8	-3	-6	15	-0.1	0.2%	-3	-6	-4
O=C(CSC1=Nc2ccccc2N=C(c2ccc(F)cc2)C1)NCc1ccc(Cl)cc1	2	1	0	nt	-0.5	3.3%	-3	nt	7
CC1CC(C)CN(C(=O)c2cccc(S(=O)(=O)N(C)c3ccccc3)c2)C1 (configuration not stated)	-21	-18	-4	-5	-0.7	0.7%	-3	22	7
SMILES	D1 antagonist	TRHR enhancer	D1 potentiator	RXFP1 antagonist	D2 agonist	RXFP1 agonist	D2 potentiator	D2 antag	D1 ag
COC(=O)c1ccc2[nH]c3c(c2c1)CC(C)CC3 (configuration not stated)	3	-4	0	-9	0.8	-0.3%	2	7	11
CSc1nnc2c3ccccc3n(Cc3ccccc3)c2n1	-56*	1	-6	-7	1.3	4.2%	10	13	1
NC(=O)C1Cc2ccccc2CN1C(=O)c1nn(Cc2ccccc2)c(=O)c2ccccc12 (configuration not stated)	16	5	-5	10	1.3	1.6%	-9	-14	1
Fc1ccccc1CSc1ncnc2sc3c(c12)CCCC3	-5	8	7	-1	-0.1	-1.6%	2	-4	5
COC(=O)CC/C(O)=C1\C(=O)CC(C)(C)CC1=Nc1ccccc1OC	-6	-1	2	-7	0.3	-0.6%	-4	3	3
COc1ccc(C)cc1Nc1n[n+](C)c(-c2ccc(O)cc2O)s1	-30*	13	-7	nt	-0.6	0.2%	10	6	0
O=C(C1CC1)N1CCc2cc(Br)cc(S(=O)(=O)N3CCN(c4ccccc4)CC3)c21	-13	2	0	nt	0.6	-1.3%	-2	nt	3
CCN(CC)C(=O)C12C(=O)Oc3ccccc3C1C2(C)C(=O)c1ccc(F)cc1 (configuration not stated)	0	0	-5	7	2.4	-0.7%	7	-1	2
COP(=O)(/C=C/c1ccccc1)C(O)c1ccc(F)cc1 (configuration not stated)	-9	-7	-1	14	0.9	-1.7%	3	45*	2
COc1ccc(C(=O)COC(=O)CSCc2c(C)noc2C)cc1OC	0	9	-4	3	0.7	0.1%	4	-9	2
COc1ccc(NC(=S)Nc2ccc3snnc3c2)cc1	-13	-8	-5	2	1.1	2.0%	-11	1	4
O=C(O)c1cc(N/N=C/C(Cl)=C/c2ccccc2)ccc1Cl	1	5	-1	-21	-0.2	0.3%	2	-4	2
CC1=Nc2cc(Cl)ccc2Oc2ccccc21	4	13	3	-9	2.4	3.9%	10	-12	2
Cc1cc2c(cc(C(=O)OCC(=O)NCc3cccs3)n2C(C)C)o1	-4	7	-2	-11	-0.4	3.7%	0	-5	3

Profiles from above. Order of values: D1 antagonist | TRHR enhancer | D1 potentiator | RXFP1 antagonist | D2 agonist | RXFP1 agonist | D2 potentiator | D2 antag | D1 ag
`CS(=O)(=O)NCCNc1ncc(C(F)(F)F)cc1Cl` is entered as -32* | -3 | 0 | -8 | -0.6 | -0.2% | 0 | -3 | 1
`O=C(COc1ccccc1)Nc1nc2cc3c(cc2s1)OCCO3` is entered as 7 | -2 | -8 | -7 | -1.2 | 12% | 7 | 4 | 5
`CCN(CC(=O)Nc1ccccc1C(F)(F)F)C(=O)Cc1ccccc1` is entered as 4 | -1 | -8 | -5 | 0.8 | -3.5% | 3 | 23 | 0

Rewritten bar-delimited: part of the list above
smiles | D1 antagonist | TRHR enhancer | D1 potentiator | RXFP1 antagonist | D2 agonist | RXFP1 agonist | D2 potentiator | D2 antag | D1 ag
Fc1ccccc1CSc1ncnc2sc3c(c12)CCCC3 | -5 | 8 | 7 | -1 | -0.1 | -1.6% | 2 | -4 | 5
COC(=O)CC/C(O)=C1\C(=O)CC(C)(C)CC1=Nc1ccccc1OC | -6 | -1 | 2 | -7 | 0.3 | -0.6% | -4 | 3 | 3
